Bioassay records from PubChem BioAssay.
Rac1 GTP hydrolysis: MgcRacGAP GTPase-activating activity inhibitors, confirmation, biochemical, ADP Hunter fluorescence. Rac GTPase-activating protein 1 (Homo sapiens). MgcRacGAP-stimulated Rac1 GTP hydrolysis, ADP Hunter fluorescence; higher % means a stronger effect; GST-tagged Rac1 F28L mutant substrate. inhibition, % at 30 µM, or IC50 in µM where a hit was titrated. 0.6% of 340,000 active;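 active means first-screen hits whose inhibition reached a set limit at any dose in the follow-up dose series; inconclusive means inhibition above the set first-screen limit but never retested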;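 further: fluorescence reports GDP produced by GAP-driven GTP hydrolysis; strong numbers were not always called active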
Siah-1 displacement: Siah-1 peptide-binding antagonists, primary screen, biochemical, fluorescence polarization, rhodamine-plectin, uHTS (AID 1817). 0.02% of 290,000 active. displacement, % at 20 µM; hits with a dose series show IC50 in µM. Siah-1 / rhodamine-plectin peptide fluorescence polarization; higher % means a stronger effect;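 active means displacement of at least 50% at 20 µM, with a fluorescence ratio check between 0.3 and a set limit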;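 further: plate controls were Siah plus tracer with DMSO for no effect and tracer alone without Siah for full effect; strong numbers were not always called active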
XIAP antagonists: XIAP antagonists, biochemical, IAP family, fluorescence polarization (AID 1018); E3 ubiquitin-protein ligase XIAP (Homo sapiens); XIAP BIR domain, fluorescence polarization peptide displacement; higher % means a stronger effect; displacement, % at 20 µM; hits with a dose series show IC50 in µM; 0.007% of 200,000 active; in the data active means displacement above about 50%; further: a part of the inactive calls stands beside numbers as strong as those of hits
Dengue-2 NS5 capping: Dengue-2 NS5 methyltransferase inhibitors, primary screen, biochemical, confirmation dose response (AID 588689); Genome polyprotein (Dengue virus type 2 (strain 16681-PDK53)); Dengue-2 NS5 methyltransferase capping enzyme assay, biochemical; higher % means a stronger effect; inhibition, % at 25 µM, or IC50 in µM where a hit was titrated; 0.3% of 340,000 active; in the data active means a potency from the dose series; inconclusive means inhibition above about 29% without an active follow-up result
LYP inhibition: inhibitors of LYP phosphatase, biochemical, fluorescence intensity, uHTS (AID 1779); 0.054% of 290,000 active; Tyrosine-protein phosphatase non-receptor type 22 (Homo sapiens); inhibition, % at 11.5 µM, or IC50 in µM where a hit was titrated; recombinant LYP phosphatase, fluorescence intensity; higher % means a stronger effect; in the data active means inhibition above about 50%;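 further: plate controls were vehicle with enzyme for no effect and no enzyme for full effect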
AID2073: inhibitors of Mint1-CaV2.2 protein interaction, biochemical, HTRF (AID 2073) | inhibition, % at 20 µM, or IC50 in µM where a hit was titrated | 0.19% of 290,000 active | HTRF protein-protein interaction, Mint1-CaV2.2; higher % means a stronger effect; in the data active means inhibition mostly above about 51%, no sharp cut-off; inconclusive means no clear call, values can overlap the other calls; inactive means mostly below about 53%; further: some results filed as inactive read as strong as hits
SV40 large T antigen: SV40 large T antigen inhibitors, biochemical (AID 1903) | SV40 large T antigen ATPase/helicase inhibition assay; higher % means a stronger effect | inhibition, % at 20 µM; hits with a dose series show IC50 in µM | 0.39% of 310,000 active; in the data active means a potency from the dose series; inconclusive means inhibition mostly from about 32% at the one dose, without a potency; inactive means the rest, 99 in 100 with inhibition below about 32%; further: strong numbers were not always called active
HIV fusion peptide: inhibitors of HIV fusion peptide binding, primary screen, biochemical, uHTS, fluorescence dequenching (AID 1986) | cell-free peptide binding, fluorescence dequenching, 30 min; higher % means a stronger effect | one-dose inhibition, % at 20 µM; IC50 in µM for titrated hits | 0.3% of 290,000 active; in the data active means inhibition mostly above about 52%, no sharp cut-off; inactive means mostly below about 76%; further: some results filed as inactive read as strong as hits
RSV antiviral HEp-2: RSV antiviral activity via CPE protection, HEp-2 cells, primary 10 µM value included (AID 2391) | 0.13% of 310,000 active | CPE inhibition, % at 10 µM, or IC50 in µM where a hit was titrated | HEp-2 cells, RSV-induced CPE inhibition; higher % means a stronger effect; in the data active means a potency from the dose series; inconclusive means CPE inhibition mostly from about 23% at the one dose, without a potency; inactive means the rest, 99 in 100 with CPE inhibition below about 21%; further: strong numbers were not always called active
Dengue-2 NS5 capping pilot replicate: further read-out of Dengue-2 NS5 capping, marked with its call; inhibition, %; measured here: pilot screen replicate inhibition
The depositor's hits bear a star; ? = inconclusive; / = no result given. Outcome played no part in choosing rows, and some 1.7% of all compounds hit somewhere here.

SMILES	Rac1 GTP hydrolysis	Siah-1 displacement	XIAP antagonists	Dengue-2 NS5 capping	LYP inhibition	AID2073	SV40 large T antigen	HIV fusion peptide	RSV antiviral HEp-2	others
CC(C(=O)N1CCc2ccccc21)N1CCN(c2cccc(C(F)(F)F)c2)CC1 (configuration not stated)	3%	-1%	/	-8%	-8%	-6%	11%	0.0%	?
CCN(CCCNC(=O)CCn1c(=O)[nH]c2ccsc2c1=O)c1ccccc1	14%	-3%	-10%	1%	-1%	-10%	15%	-1.7%	0.7%
COc1ccccc1N1CCN(C(c2ccc(Cl)cc2)c2nnnn2C(C)(C)C)CC1 (configuration not stated)	12%	-1%	-9.2%	-8%	9%	11%	2%	1.7%	0.5%
CCOc1cc(-c2cc(-c3ccccc3)nc(N)c2C#N)ccc1O	38%	1%	-4.4%	0%	-4%	9%	7%	3.0%	-1.7%
CCOC(=O)c1oc2ccccc2c1CSc1nnnn1-c1ccc(OC)cc1	3%	2%	-4.1%	0%	9%	-3%	10%	-0.3%	0.0%
CSCCC(NC(=O)c1ccccc1Br)C(=O)NC(C)CCc1ccccc1 (configuration not stated)	5%	-2%	/	-2%	-10%	7%	14%	-0.3%	1.6%
CCCCN1C(=O)C(=O)N(CC(=O)c2ccc3c(c2)OCO3)C1=O	6%	/	/	-14%	/	/	1%	/	0.6%
CCCCN(Cc1cc2cccc(C)c2[nH]c1=O)S(C)(=O)=O	4%	3%	/	-12%	-1%	-19%	7%	-1.9%	1.8%
O=C(Nc1ccc2c(c1)OCO2)c1cnn2c(C(F)(F)F)cc(-c3ccco3)nc12	7%	1%	-16%	3%	6%	10%	9%	-1.4%	1.1%
C/C(=N\NS(=O)(=O)c1ccccc1)c1ccccc1	8%	2%	-3.1%	-5%	-4%	-11%	17%	-0.6%	-0.1%
O=C(c1ccccc1)c1ccc(C(=O)N2CCN(c3ccc(F)cc3)CC2)o1	10%	-2%	-4.8%	-2%	-7%	6%	17%	2.7%	4.5%
O=c1oc2ccccc2nc1/C=C(\O)c1ccccc1	/	-1%	/	/	1%	8%	8%	2.0%	0.1%
CN1CCN(c2ccc(C(CC(N)=O)NC(=O)Cc3ccc(Br)cc3)cc2[N+](=O)[O-])CC1 (configuration not stated)	0%	-4%	/	2%	-9%	7%	7%	-2.4%	1.1%
O=C1c2ccccc2C(=O)N1CCCn1nnc(-c2ccc(N3CCOCC3)cc2)n1	10%	-3%	-3.6%	-5%	-6%	4%	-1%	0.2%	2.2%
Cc1cc2cc(CCNC(=O)CC(C)(C)C)c(=O)[nH]c2cc1C	2%	-1%	2.5%	-1%	4%	-1%	-4%	-1.1%	0.1%
CCn1c(SCC(=O)N2CCc3ccccc32)nnc1-c1c[nH]c2ccccc12	12%	5%	-5.7%	0%	1%	3%	1%	-0.8%	-0.5%
COc1ccc2oc(=O)c(C(=O)NCc3ccc(C)cc3)cc2c1	3%	-4%	/	/	-8%	12%	6%	1.3%	3.7%
CCc1nc2sc3c(c2c(=O)n1NC(=O)CCl)CCCC3	10%	-1%	-5.2%	4%	-3%	24%	1%	-0.9%	42%
Cc1ccc(C)c(N2CCN(C(=O)CCC(=O)N3CCOc4ccc(Cl)cc43)CC2)c1	18%	-7%	/	-1%	-2%	8%	6%	-1.7%	2.0%
CC(C)(C)c1ccc(-n2ncc3c2CCCC3NC(=O)CCCn2cncn2)cc1 (configuration not stated)	11%	-3%	/	12%	-4%	3%	/	-1.2%	/

Among those listed so far, 3 have fluorine:
SMILES	Rac1 GTP hydrolysis	Siah-1 displacement	XIAP antagonists	Dengue-2 NS5 capping	LYP inhibition	AID2073	SV40 large T antigen	HIV fusion peptide	RSV antiviral HEp-2	others
CC(C(=O)N1CCc2ccccc21)N1CCN(c2cccc(C(F)(F)F)c2)CC1 (configuration not stated)	3%	-1%	/	-8%	-8%	-6%	11%	0.0%	?
O=C(Nc1ccc2c(c1)OCO2)c1cnn2c(C(F)(F)F)cc(-c3ccco3)nc12	7%	1%	-16%	3%	6%	10%	9%	-1.4%	1.1%
O=C(c1ccccc1)c1ccc(C(=O)N2CCN(c3ccc(F)cc3)CC2)o1	10%	-2%	-4.8%	-2%	-7%	6%	17%	2.7%	4.5%

Next section.
SMILES	Rac1 GTP hydrolysis	Siah-1 displacement	XIAP antagonists	Dengue-2 NS5 capping	LYP inhibition	AID2073	SV40 large T antigen	HIV fusion peptide	RSV antiviral HEp-2	others
Cc1csc(NC(=O)CSc2nnc(NC(=O)C3CC(=O)N(c4ccccc4)C3)s2)n1 (configuration not stated)	2%	5%	0.5%	6%	1%	0%	19%	5.3%	0.7%
COc1ccc(-n2nc(C(=O)NCC(=O)NCC3CCCO3)c3ccccc3c2=O)cc1 (configuration not stated)	1%	-5%	-5.2%	-5%	0%	7%	3%	-2.5%	1.0%	Dengue-2 NS5 capping pilot replicate=-2.4
Cc1ccc(C(=O)Nc2ccc3c(c2)OCO3)cc1S(=O)(=O)N1CCCC1	11%	15%	-4.8%	2%	6%	-4%	11%	-1.1%	0.8%
CCOC(=O)c1ccc(NC(=S)N2CCCC(C(=O)OCC)C2)cc1 (configuration not stated)	6%	-3%	-2.5%	-2%	2%	-29%	-13%	-1.0%	0.3%
CCOC(=O)c1ccc(CSc2ncn[nH]2)o1	1%	2%	-0.6%	-6%	-16%	12%	5%	0.9%	3.0%
O=C(NNC(=S)NC1CCCCC1)c1ccccc1Br	8%	-8%	/	-4%	-1%	-51%	8%	-3.8%	2.5%
CCOC(=O)c1c(C)oc2cc(Cl)c(O)c(CN(C)C)c12	15%	4%	/	3%	-4%	-19%	9%	-3.7%	-0.2%
CC(Sc1nnc(-c2cccnc2)n1-c1ccccc1)C(=O)NCc1ccc2c(c1)OCO2 (configuration not stated)	3%	0%	-0.7%	-3%	-4%	0%	2%	-4.1%	1.9%
COc1ccc(OCCNC(=O)CSc2ccc(C(F)(F)F)cc2[N+](=O)[O-])cc1	2%	7%	-6.5%	-3%	-1%	0%	8%	-1.2%	1.7%
Cc1ccc2c(c1)COc1c3ccc(C(=O)N[C@@H](CO)C(C)C)cc3nn1-2	11%	12%	/	-7%	-10%	20%	12%	-2.1%	15%
Cc1ccc(NC(=O)NNC(=O)C2CC(c3cccnc3)=NO2)cc1 (configuration not stated)	3%	-2%	-3.9%	-9%	-10%	-11%	-2%	-2.3%	2.4%
O=C(O)CCC(=O)N1N=C(c2cccs2)CC1c1ccc(Br)cc1 (configuration not stated)	3%	-4%	/	0%	-9%	24%	16%	0.4%	0.5%
COc1cccc2cc(C(=O)C3=C(O)C(=O)N(Cc4ccco4)C3c3cccnc3)oc12 (configuration not stated)	11%	-4%	-2.0%	6%	3%	40%	21%	14%	13%
C=C(C)Cc1c(C)c(C#N)c2nc3ccccc3n2c1NCCCN(C)C	/	-3%	/	/	-7%	6%	4%	0.0%	/
CN(C)c1ccc(CN(C(=O)c2ccccc2Br)C2CCS(=O)(=O)C2)cc1 (configuration not stated)	7%	1%	/	-1%	-9%	0%	8%	0.5%	3.3%
O=C(CCCCCn1c(=S)[nH]c2ccc(N3CCOCC3)cc2c1=O)NCc1ccccc1Cl	4%	4%	-4.9%	1%	-2%	44%	14%	0.5%	0.9%
CCCCOC(=O)Nc1cccc(C(C)=O)c1	6%	-2%	-5.1%	1%	-5%	-4%	0%	0.6%	0.7%	Dengue-2 NS5 capping pilot replicate=-0.9
CCC(C)[C@H](NC(=O)OC(C)(C)C)C(=O)N/N=C/c1ccc2nccnc2c1 (some centres not stated)	4%	1%	-7.7%	-5%	-3%	4%	2%	0.9%	/
COc1ccc(-c2cc(C)no2)cc1S(=O)(=O)NCCCN1CCN(c2ccccc2)CC1	2%	-2%	/	7%	-6%	21%	6%	-1.7%	14%
O=C(Oc1ccc(Br)cc1)c1cncc(Br)c1	7%	5%	-2.3%	-1%	-6%	-12%	16%	-3.2%	-1.0%

The list goes on; it opens with the 2 that closed the last part.
SMILES	Rac1 GTP hydrolysis	Siah-1 displacement	XIAP antagonists	Dengue-2 NS5 capping	LYP inhibition	AID2073	SV40 large T antigen	HIV fusion peptide	RSV antiviral HEp-2	others
COc1ccc(-c2cc(C)no2)cc1S(=O)(=O)NCCCN1CCN(c2ccccc2)CC1	2%	-2%	/	7%	-6%	21%	6%	-1.7%	14%
O=C(Oc1ccc(Br)cc1)c1cncc(Br)c1	7%	5%	-2.3%	-1%	-6%	-12%	16%	-3.2%	-1.0%
CCN1CC2=C(OC(N)=C(C#N)C2c2cccs2)/C(=C/c2cccs2)C1 (configuration not stated)	5%	2%	-0.3%	-23%	1%	-9%	19%	26%	?
CSCC[C@H](NC(=O)N1CCn2c1nc1ccccc12)C(=O)NCc1ccco1	10%	2%	/	-19%	3%	5%	20%	0.5%	1.1%
COC(=O)c1ccc(NC(=O)C(OC)c2ccccc2)cc1 (configuration not stated)	-12%	-3%	-5.9%	-17%	-9%	-9%	13%	-0.2%	5.2%
Cc1cccc(NS(=O)(=O)c2ccc(Oc3ccccc3)cc2)n1	6%	-1%	-1.7%	-4%	5%	0%	2%	1.3%	1.9%
CCCc1cc(=O)[nH]c(SCC(=O)N2N=C(c3ccc(Cl)cc3)CC2c2ccco2)n1 (configuration not stated)	7%	1%	0.9%	-4%	-7%	14%	14%	6.6%	15%
O=C(COC(=O)c1ccc(Br)cc1)Nc1ccccc1Br	8%	5%	-2.8%	2%	-5%	11%	4%	0.4%	0.3%
NS(=O)(=O)c1ccc(N/C=C/C(=O)c2ccc(Br)cc2)cc1	4%	1%	-6.1%	1%	3%	25%	-42%	5.7%	0.5%
O=C(CNC(=S)N(CCCN1CCOCC1)Cc1cccs1)N1CCCC1	1%	0%	-2.8%	-1%	-4%	8%	9%	-1.0%	0.0%
CCC(C)NS(=O)(=O)c1ccc(OCC(=O)N2CCCC2)cc1 (configuration not stated)	0%	1%	-1.4%	-5%	-6%	2%	20%	0.7%	0.2%
CNc1oc(-c2ccco2)nc1C#N	10%	7%	-5.6%	-3%	-8%	18%	15%	1.4%	0.5%
CC1(C(=O)OCC(=O)Nc2nnc(-c3ccccc3)o2)CC1(Cl)Cl (configuration not stated)	2%	/	/	-4%	/	/	14%	/	6.3%
N#CC(C(=O)Nc1ccc(Cl)c(Cl)c1)=C1Nc2ccccc2N1	4%	-7%	-5.4%	-7%	-1%	30%	7%	-3.6%	0.5%
Cc1ccc(N(C(=O)C(F)(F)F)C(C(=O)NC2CCCCC2)c2cccs2)cc1 (configuration not stated)	-1%	-1%	-1.1%	-1%	2%	6%	2%	-1.3%	-0.6%
COC(=O)c1nc[nH]c1C(=O)OC	11%	2%	/	1%	-4%	16%	14%	1.1%	1.7%
CCNC(=O)/C(C#N)=C/c1c(N2CCN(Cc3ccc4c(c3)OCO4)CC2)nc2c(C)cccn2c1=O	-7%	3%	-2.3%	-9%	-15%	0%	23%	2.5%	1.2%
CCOc1ccccc1C(=O)N1CCN=C1SC	7%	-2%	-6.9%	-6%	-6%	-8%	5%	1.8%	0.4%
